# Screening results as filed in PubChem.
# Dicer processing – inhibitors of Dicer pre-microRNA processing, primary screen, biochemical, cat-ELCCA, chemiluminescence; Endoribonuclease Dicer (Homo sapiens), Q9UPY3; cat-ELCCA pre-miR-21 Dicer processing; active compounds read high; z-score at 25 µM; actives 6% (n = 47,000); in the data active = z-score above about 3, passing the limit was not always enough;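 note: plate controls were vehicle for no effect and no enzyme for full effect; higher signal means more uncleaved substrate so more Dicer inhibition; strong numbers were not always called active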
# Target sequence (Q9UPY3 whole entry, looked up): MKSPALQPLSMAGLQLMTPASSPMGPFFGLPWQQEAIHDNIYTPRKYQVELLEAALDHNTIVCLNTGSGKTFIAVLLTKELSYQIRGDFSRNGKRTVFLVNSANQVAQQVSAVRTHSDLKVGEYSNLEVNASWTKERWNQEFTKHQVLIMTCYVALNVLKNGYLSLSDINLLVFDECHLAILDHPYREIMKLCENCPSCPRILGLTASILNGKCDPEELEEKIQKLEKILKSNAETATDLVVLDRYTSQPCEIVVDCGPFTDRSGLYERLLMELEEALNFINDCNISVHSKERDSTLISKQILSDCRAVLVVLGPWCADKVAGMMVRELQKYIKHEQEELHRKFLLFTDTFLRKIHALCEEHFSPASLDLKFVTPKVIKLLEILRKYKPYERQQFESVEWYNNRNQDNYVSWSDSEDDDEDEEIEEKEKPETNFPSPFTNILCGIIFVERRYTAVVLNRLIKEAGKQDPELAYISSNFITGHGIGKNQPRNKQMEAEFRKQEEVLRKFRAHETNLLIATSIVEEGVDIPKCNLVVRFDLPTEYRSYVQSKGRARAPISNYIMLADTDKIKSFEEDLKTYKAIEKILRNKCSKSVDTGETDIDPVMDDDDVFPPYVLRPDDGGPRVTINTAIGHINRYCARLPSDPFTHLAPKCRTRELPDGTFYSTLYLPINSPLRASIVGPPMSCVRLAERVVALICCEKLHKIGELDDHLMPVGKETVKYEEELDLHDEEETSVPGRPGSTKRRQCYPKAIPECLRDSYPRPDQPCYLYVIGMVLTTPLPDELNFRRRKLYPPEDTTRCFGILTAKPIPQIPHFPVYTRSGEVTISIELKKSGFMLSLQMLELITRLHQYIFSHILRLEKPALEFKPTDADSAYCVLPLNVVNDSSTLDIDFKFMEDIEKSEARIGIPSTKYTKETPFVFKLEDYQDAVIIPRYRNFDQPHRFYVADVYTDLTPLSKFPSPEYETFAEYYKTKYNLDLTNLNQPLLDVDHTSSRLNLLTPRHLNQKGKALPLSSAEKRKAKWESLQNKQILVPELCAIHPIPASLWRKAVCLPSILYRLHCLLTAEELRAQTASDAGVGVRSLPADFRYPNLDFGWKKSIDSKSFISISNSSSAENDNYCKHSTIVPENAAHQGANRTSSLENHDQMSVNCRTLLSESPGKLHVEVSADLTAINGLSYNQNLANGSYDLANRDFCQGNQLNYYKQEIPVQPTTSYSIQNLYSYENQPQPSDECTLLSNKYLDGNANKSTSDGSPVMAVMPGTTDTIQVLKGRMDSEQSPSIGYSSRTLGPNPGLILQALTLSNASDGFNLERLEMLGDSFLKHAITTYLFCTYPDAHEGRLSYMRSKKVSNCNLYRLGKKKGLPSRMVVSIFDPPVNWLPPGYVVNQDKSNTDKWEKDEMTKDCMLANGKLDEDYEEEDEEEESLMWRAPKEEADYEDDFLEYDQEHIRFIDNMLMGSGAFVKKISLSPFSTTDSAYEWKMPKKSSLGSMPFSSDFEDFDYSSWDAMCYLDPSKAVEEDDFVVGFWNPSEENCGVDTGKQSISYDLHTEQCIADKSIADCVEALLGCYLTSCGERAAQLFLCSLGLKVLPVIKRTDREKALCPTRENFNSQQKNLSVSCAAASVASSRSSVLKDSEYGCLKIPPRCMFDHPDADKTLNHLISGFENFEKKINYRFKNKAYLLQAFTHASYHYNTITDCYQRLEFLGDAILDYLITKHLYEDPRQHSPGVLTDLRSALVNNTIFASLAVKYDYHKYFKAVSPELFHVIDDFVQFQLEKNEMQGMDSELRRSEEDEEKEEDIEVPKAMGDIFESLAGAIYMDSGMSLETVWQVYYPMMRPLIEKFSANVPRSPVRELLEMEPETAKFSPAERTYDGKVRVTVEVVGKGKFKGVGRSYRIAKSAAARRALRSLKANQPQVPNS
# Starred values were filed as active, the others as inactive.
cpd | Compound | Dicer processing
1 | CCOC(=O)C(NC(=O)c1cccc(C)c1)(Nc1ccc(C)cn1)C(F)(F)F (configuration not stated) | -1.9
2 | CC1(C)CN=C(NC2CCCCC2)S1 | -1.6
3 | Cc1ccc(CNC(=O)Nc2ccc(OCc3ccccc3)cc2)n1C | 0.25
4 | COc1ccc(C2CC(=O)C3=C(C2)NC(C)=C(C(=O)OC(C)C)C3c2ccc(N(C)C)cc2)cc1 (configuration not stated) | 3.8*
5 | C#CC1(NC(=S)NC2CC(C)CC(C)(C)C2)CCCCC1 (configuration not stated) | -1.9
6 | Nc1nccc(/C=C/c2ccc(Cl)cc2)n1 | -0.96
7 | CCOC(=O)c1ccc2nc(C(F)(F)F)cc(N3CCN(C)CC3)c2c1 | -1.1
8 | COc1ccc(OC2C(=O)N(Cc3ccc(F)cc3)C2c2ccc3c(c2)OCO3)cc1 (configuration not stated) | 3.6*
9 | CC1(c2csc(Nc3ccccc3Cl)n2)CCC(=O)O1 (configuration not stated) | 1.6
10 | COC(=O)c1cc(=O)n2c(nc3ccccc32)s1 | -1.8
11 | Cc1ccc2c(C)nc(Nc3nc(-c4ccccc4)cc(=O)[nH]3)nc2c1 | 1.5
12 | CC(C)(CO)NC(=O)CC(=O)NC(C)(C)CO | 0.86
13 | CCCCc1[nH]nc2c1C1(CCN(C)CC1)C(C#N)=C(N)O2 | -7.2
14 | Cc1ccc(-c2cnc(NCc3ccc(Br)cc3)n2C)cc1 | 3.3*
15 | COCCNC(=O)COc1ccc(Br)cc1 | 1.8
16 | C=CCOC(=O)c1sc(N2C(=O)c3oc4ccc(C)cc4c(=O)c3C2c2cccc(O)c2)nc1C (configuration not stated) | 0.58
17 | Cc1nc(SCC(O)CN2CCCCC2)c([N+](=O)[O-])[nH]1 (configuration not stated) | 0.47
18 | N[C@H](CCCP(=O)(O)O)C(=O)O | 0.84
19 | CC(=O)c1nnn(-c2c(Cl)cc(Cl)cc2Cl)c1C | -0.06
20 | Cn1c(=O)[nH]c(=O)c2c1nc(N1CCNCC1)n2CC(O)COc1ccccc1 (configuration not stated) | -1.2

# Four entries from above in another layout.
18) N[C@H](CCCP(=O)(O)O)C(=O)O
  Dicer processing = 0.84
2) CC1(C)CN=C(NC2CCCCC2)S1
  Dicer processing = -1.6
19) CC(=O)c1nnn(-c2c(Cl)cc(Cl)cc2Cl)c1C
  Dicer processing = -0.06
11) Cc1ccc2c(C)nc(Nc3nc(-c4ccccc4)cc(=O)[nH]3)nc2c1
  Dicer processing = 1.5

# (next part)
cpd | Compound | Dicer processing
21 | CN(C)S(=O)(=O)c1ccc(-c2cc(C(F)(F)F)on2)s1 | -0.85
22 | CC(C)CC(=O)N[C@H](C(=O)N[C@H](C(=O)N[C@@H](CC(C)C)[C@@H](O)CC(=O)N[C@@H](C)C(=O)N[C@@H](CC(C)C)[C@@H](O)CC(=O)O)C(C)C)C(C)C | 0.27
23 | N#Cc1c[nH]c2ccc(NC(=O)c3cccs3)cc12 | 0.05
24 | CC(C)C(=O)n1c2ccc(F)cc2c2nc3ccccc3nc21 | 1.1
25 | O=C(Cc1ccccc1)c1ccc(-c2ccccc2)cc1 | -0.44
26 | N#C[C@@H]1O[C@H](COC(=O)c2ccccc2)[C@@H](OC(=O)c2ccccc2)[C@H]1OC(=O)c1ccccc1 | -0.64
27 | O=C(Nc1csc(C(F)(F)F)c1-c1ccccc1)c1ccco1 | 4.4*
28 | Clc1ccc(-c2cc3ncc4c(n3n2)-c2ccccc2OC4)cc1 | -2.9
29 | COCCN1C2=C(C(=O)CC(C)(C)C2)C(c2cc(Cl)c(O)c(OC)c2)C2=C1CC(C)(C)CC2=O | 0.49
30 | O=S(=O)(NCCSCc1ccc(Cl)cc1)c1ccc2c(c1)OCCO2 | 0.49
31 | CC1(C)CC(=O)C2=C(C1)c1c(ccc3ccccc13)NC2c1cccc(O)c1 (configuration not stated) | -0.24
32 | O=S(=O)(c1cc(Cl)sc1Cl)n1cccc1 | 0.22
33 | COc1ccc(C2=C([N+](=O)[O-])/C(=C/N3CCCCC3)N=C2)cc1 | 0.71
34 | Clc1ccc(-c2nc(Sc3nc(-c4cccs4)ns3)n[nH]2)cc1 | -0.04
35 | CC(=O)Nc1ccc(O)c(C(=O)CC(=O)c2ccccc2)c1 | -0.11
36 | O=C(O)CCS(=O)(=O)c1ccccc1 | -2.1
37 | COc1ccc(C(=O)Cc2c(O)c3ccccc3oc2=O)cc1 | -0.04
38 | O=S(=O)(Nc1ccc2c(c1)OCCO2)c1csc(-c2cc(C(F)(F)F)on2)c1 | 0.95
39 | CCOC(=O)Cn1c(=O)c(C(N)=S)cn(C(C)C)c1=O | -1.8
40 | CC(C)(C)C(=O)CSC1=CC(=O)CC(c2ccccc2)S1 (configuration not stated) | -2.8

# Continued:
cpd | Compound | Dicer processing
41 | Cc1ccc(C(=O)N(Cc2ccccc2)C(C)C)cc1 | 1.4
42 | Cc1ccc(S(=O)(=O)n2ncc(Sc3ccc(Cl)cc3)c2C)cc1 | -0.86
43 | Cc1cccc(NC(=O)Nc2ccc(Cc3ccc(NC(=O)Nc4cccc(C)c4)cc3)cc2)c1 | 2.7
44 | Cc1cccc2c(=O)c(C(=O)O)c[nH]c12 | 0.73
45 | C=CCOC(=O)c1sc(N2C(=O)c3oc4ccc(F)cc4c(=O)c3C2c2ccccc2F)nc1C (configuration not stated) | 2.4
46 | COC(=O)c1sc(N2CCCC2)c(C#N)c1N | -0.04
47 | Cc1cc(CN2CCCCC2)cc(C)c1O | 0.06
48 | CS(=O)(=NC(=O)Nc1ccccc1)c1ccccc1 (configuration not stated) | -0.96
49 | CCCOC(=O)C1=C(C)NC2=C(C(=O)CC(C)(C)C2)C1c1ccc(OC)c(OC)c1 (configuration not stated) | -0.38
50 | Cc1ccc(C(=O)OC2=CC(=O)c3ccccc3C2=O)cc1 | -3.5
51 | COC(=O)C1=C(C)NC2=C(C(=O)CCC2)C1c1ccc(C(F)(F)F)cc1Cl (configuration not stated) | 0.12
52 | N#C/C(=C\Nc1ccc(Cl)cn1)S(=O)(=O)c1ccccn1 | -2.1
53 | CC1Oc2ccc(C(=O)CCC(=O)O)cc2N(C)C1=O (configuration not stated) | -1.1
54 | O=C(Nc1nc2ccccc2c(=O)s1)c1ccco1 | -0.49
55 | CC1=C(C(=O)OC(C)C)C(c2cccc(O)c2)n2ncnc2N1 (configuration not stated) | 0.87
56 | C/C(=N\O)C(C)(C)Nc1cccc(Br)c1 | 0.34
57 | CN(C)c1ccc(/C=C/c2nc3ccccc3c(=O)[nH]2)cc1 | 5.5*
58 | COC(=O)c1cc(-c2ccc(S(=O)(=O)Nc3cscc3C(=O)OC)cc2)c(C(F)(F)F)s1 | 1.1
59 | Cc1ccc(C(=O)C2CCN(C(=S)Nc3ccc(Br)cc3C)CC2)cc1 | -0.2
60 | O=S(=O)(Nc1cccc2nsnc12)c1cc(Cl)sc1Cl | 0.24

# (further entries)
cpd | Compound | Dicer processing
61 | COC(=O)c1sccc1N/N=C/c1ccc(C#N)cc1 | -0.93
62 | CC(=O)Nc1c(I)c(C(=O)N[C@H]2C(O)O[C@H](CO)[C@@H](O)[C@@H]2O)c(I)c(N(C)C(C)=O)c1I (some centres not stated) | 0.11
63 | CCOC(=O)C1=NN(c2ccc(Cl)cc2)/C(=C2\C(=O)NN=C2c2ccccc2)S1 | -5.3
64 | O=C1C(=O)N(c2nccs2)C(c2cccc(Br)c2)/C1=C(\O)c1ccc(Cl)cc1 (configuration not stated) | -0.05
65 | CC(C)N1C(=O)C(O)(CC(=O)c2ccc(Cl)cc2)c2ccccc21 (configuration not stated) | 6.3
66 | Cc1cc(C(=O)NN2C3CSC2CS3)no1 | -0.15
67 | O=C(Nc1ccc(Cl)cc1)n1nccc1/C=C/c1cccs1 | 1.5
68 | O=C(O)c1cccc(S(=O)(=O)N2CCN(Cc3ccc4c(c3)OCO4)CC2)c1 | 1.2
69 | CC(=O)N1CCN(c2ccc(OC[C@H]3CO[C@](Cn4ccnc4)(c4ccc(Cl)cc4Cl)O3)cc2)CC1 | 0.65
70 | CCCCCCCC1CC/C(=C\c2ccc(SC)cc2)C1=O (configuration not stated) | -1.4
71 | CCOC(=O)c1c(NC(=O)c2nc3ncccn3n2)sc2c1CCC(CC)C2 (configuration not stated) | 0.68
72 | CN(C)/C=N/C1N=C(C2CC2)N(C)C(=O)N1 (configuration not stated) | 2.1
73 | O=C(ON(Cc1ccc(Cl)cc1)Cc1ccc(Cl)cc1)c1ccc(Cl)cc1Cl | 2.5
74 | OC(CNC1Cc2ccccc2C1)c1ccccc1 (configuration not stated) | -0.75
75 | CCc1ccnc(NC(=O)Nc2ccc(OCc3ccccc3)cc2)c1 | 0.13
76 | COc1cccc(CNCc2cccnc2)c1OCc1ccccc1 | -0.33
77 | CC1CCN(CCCCOc2ccc(Cl)cc2)CC1 | -0.26
78 | CC(=O)c1ccccc1N/C=C/c1nnnn1-c1ccccc1 | -0.28
79 | COC(=O)/C=C1/NCC(O)CNC1=O (configuration not stated) | 2.4
80 | COC(=O)C/C(=N\NC(=O)c1cccs1)C(=O)OC | -0.86

# (more compounds)
cpd | Compound | Dicer processing
81 | Nc1ccc2nc(SCC(=O)N3CCCCC3)sc2c1 | -3.7
82 | Oc1ccc(C2N(Cc3ccccc3)CCN2Cc2ccccc2)cc1 | -0.73
83 | CCc1ccc(C2OC3(C(=O)c4ccccc4C3=O)C3C(=O)N(c4cccc(F)c4)C(=O)C23)cc1 (configuration not stated) | -0.25
84 | CN(C)CCN1C(=O)C(O)=C(C(=O)c2ccco2)C1c1ccccc1F (configuration not stated) | 0.8
85 | C1=C(c2ccccc2)N2CCCCN=C2S1 | 0.83
86 | O=C(Oc1ccc2c(=O)c(-c3ccccc3Cl)coc2c1)c1cccs1 | 0.61
87 | C/C(=N\NC(=O)c1ccccc1)c1ccccc1O | 2.2
88 | Nc1ccc(Oc2cc(N)cc(Oc3ccccc3)c2)cc1 | 0.2
89 | CCCC(=O)NCCc1c2n(c3ccc(OC)cc13)CCCc1ccccc1-2 | -1.2
90 | CCOc1ccc2c(c1)C(=O)c1cc(OCC(=O)OC)ccc1-2 | -0.75
91 | Cc1csc(NC(=O)Nc2ccc(F)cc2F)c1Cl | 0.98
92 | N#Cc1c(NC(=O)c2ccccc2)sc2c1CCCCC2 | 3.2*
93 | Cc1ccc(CSC(=N)N)cc1 | 2.7
94 | Cc1[nH]n(-c2ccccc2)c(=O)c1N=Nc1c(C)n(C)n(-c2ccccc2)c1=O | -4
95 | C=CCOc1cccc(C2c3c(oc4ccccc4c3=O)C(=O)N2c2ccccn2)c1 (configuration not stated) | 2.2
96 | Cc1cc(C)c(CN2C(=O)C(=O)c3ccccc32)cc1CN1C(=O)C(=O)c2ccccc21 | 3.6*
97 | COC(=O)c1nn(-c2ccc(F)cc2)ccc1=O | -0.48
98 | CCOC(=O)c1cn(CC)c2cc(F)c(F)cc2c1=O | 0.73
99 | Cc1cc(N/C=C(\C#N)C(=O)c2cc(C)oc2C(F)(F)F)no1 | -0.22
100 | CSc1nc(Sc2ccccc2)c(C#N)c(Sc2ccccc2)n1 | -1.9

# Remaining list, next part:
cpd | Compound | Dicer processing
101 | CSC(=Nc1ccccc1C(F)(F)F)N1CCCC1 | 1.7
102 | CN(C)CCCN1C(=O)C(=O)/C(=C(/O)c2ccc(S(=O)(=O)N(C)C)cc2)C1c1ccccc1 (configuration not stated) | 0.19
103 | COc1ccc(-c2cc3ccccc3n2CC(O)CN2CCOCC2)cc1 (configuration not stated) | -0.06
104 | O=C(NCCN1CCCC1=O)Nc1ccccc1 | 1.5
105 | COc1cc(C2C(C(=O)OCC(C)C)=C(C)NC3=C2C(=O)CC(c2cccs2)C3)ccc1O (configuration not stated) | 1.6
106 | COc1ccc(Br)cc1C1Oc2nc(SC)nnc2-c2ccccc2N1C(C)=O (configuration not stated) | -0.57
107 | C=CCNc1ncnc2ccc(Br)cc12 | 0.09
108 | CC(C)(C)CC(C)(C)NC(=O)c1ccccc1Cl | -0.89
109 | CN(C)CCN1C(=O)C(=O)/C(=C(/O)c2ccc(F)cc2)C1c1cccs1 (configuration not stated) | 1.1
110 | COc1ccc(NS(=O)(=O)c2ccccc2I)cc1 | 0.19
111 | CN(CCOC(=O)c1c(F)cccc1Cl)c1ccc(C#N)cn1 | 1.8
112 | CCOC(=O)Cn1nc(-c2ccccc2)c(-c2ccccc2)nc1=O | -0.71
113 | CCOC(=O)C(/C=N/Nc1ccccc1)C(=O)OCC | -0.86
114 | O=C(CSc1nc(-c2cccs2)cc(C(F)(F)F)n1)NCc1cccs1 | 0.11
115 | CC1(C)CC(=O)C2=C(C1)NC1=C(C(=O)c3ccccc31)C2c1cccc(O)c1 (configuration not stated) | 2.5
116 | CSc1ncc(Cl)c(C(=O)O)n1 | -0.65
117 | CN1CCN(c2cc3c(nn2)Oc2ccccc2N3C)CC1 | -1.4
118 | O=S(=O)(Nc1ccc(Oc2ncnc3cc(Cl)ccc23)nc1)c1ccc(-c2ccccn2)s1 | -0.35
119 | COc1ccccc1N1CCN(CC(O)COc2cccc3ccccc23)CC1 (configuration not stated) | 0.25
120 | Cc1cc(N2C(=O)CC(C)(C)CC2=O)n(C)n1 | -0.86

# Pulled by structure from the list above, five records:
cpd | Compound | Dicer processing
117 | CN1CCN(c2cc3c(nn2)Oc2ccccc2N3C)CC1 | -1.4
106 | COc1ccc(Br)cc1C1Oc2nc(SC)nnc2-c2ccccc2N1C(C)=O (configuration not stated) | -0.57
104 | O=C(NCCN1CCCC1=O)Nc1ccccc1 | 1.5
120 | Cc1cc(N2C(=O)CC(C)(C)CC2=O)n(C)n1 | -0.86
116 | CSc1ncc(Cl)c(C(=O)O)n1 | -0.65

# Following part
cpd | Compound | Dicer processing
121 | O=C1CCCCC(=O)N(c2ccccc2)c2ccccc21 | -0.23
122 | CC(C)c1nnc(NC(=O)Cn2c(=O)sc3ccccc32)s1 | 0.59
123 | Nc1c(C2=NCCO2)nnn1Cc1ccccc1 | -0.57
124 | CCOc1cc(/C=N/NC(=O)CC#N)ccc1O | -0.37
125 | NC(=S)c1cc(Br)cc(Br)c1 | 0.13
126 | c1ccc2c(c1)CC1OC(CC3=N[C@H]4c5ccccc5C[C@H]4O3)=NC21 (some centres not stated) | -0.5
127 | O=C(Nc1nsc(-c2ccccc2)n1)c1cccs1 | 0.31
128 | CN(C)/C=N/c1nnc(SCC(=O)c2ccc(F)cc2)s1 | -0.86
129 | O=S(=O)(c1ccccc1)c1cccc(S(=O)(=O)N2CCOCC2)c1 | 1.7

# This is a subset. The share of hits here may be higher or lower than overall.
